FBPA Giardia inh: Giardia lamblia aldolase inhibition. 290,000 tested, 0.71% active. AID 2451. purified Giardia FBPA. A8B2U2. Potency, µM (series often up to 59.6 µM), for the others: top-dose activity, negative = inhibition, hits mostly inhibitors; note: potency is the fitted concentration of half-maximal effect; % is set by controls: 0 for no effect and ±100 for the full control effect; nearly all actives have a fitted effect of over 55% in size
Target sequence (A8B2U2 whole entry, looked up): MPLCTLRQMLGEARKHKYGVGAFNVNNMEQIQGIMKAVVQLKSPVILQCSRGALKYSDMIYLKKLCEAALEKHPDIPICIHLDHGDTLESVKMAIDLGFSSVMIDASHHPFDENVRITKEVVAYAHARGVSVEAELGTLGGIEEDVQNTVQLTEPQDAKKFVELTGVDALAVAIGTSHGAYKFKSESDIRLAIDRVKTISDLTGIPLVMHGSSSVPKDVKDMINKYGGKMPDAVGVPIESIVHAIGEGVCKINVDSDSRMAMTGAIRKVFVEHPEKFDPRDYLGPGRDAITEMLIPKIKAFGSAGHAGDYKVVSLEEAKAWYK
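Giardia FBPA (40 nM reagent) was preincubated 10 min at RT with compound (up to 57.5 uM final), then substrate plus GAPDH/TPI/NAD/arsenate coupling system with diaphorase/resazurin was added; resorufin fluorescence (525/598 nm) was read after 20 min.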
Pf growth 48h: P. falciparum growth inhibition at 48 hours (one generation); P. falciparum luciferase growth in erythrocytes, 48 h; Potency, µM (series often up to 28.7 µM), without a hit: at the top dose activity change, negative = inhibition, most hits filed as inhibitors; 310,000 tested, 5.9% active; AID 504832; note: potency is the fitted concentration of half-maximal effect; % is set by controls: 0 for no effect and ±100 for the full control effect
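Luciferase-expressing parasites in RBCs, 2% Hct / 0.1% parasitemia final; RPMI 1640 + 0.5% Albumax; 37 C, 5% CO2, one generation; luminescence read-out, lower signal = inhibition.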
CHX counter: counter-screen for Shiga toxin inhibitors: cycloheximide protein synthesis inhibition; cell reporter, cycloheximide protein synthesis inhibition counterscreen; max response, %; 300,000 tested, 12% active; AID 2314; in the data active = max response mostly above about 13%, no sharp cut-off; inactive = mostly below about 14%; note: read at 38.3 µM for the half of the compounds with a filed dose; 0% is about no effect
Shiga inhibitor: inhibitors of Shiga toxin in Vero cells; inhibition, % at 38.7 µM; 290,000 tested, 9.2% active; Vero cells, Shiga toxin protein synthesis inhibition reporter; in the data active = inhibition mostly above about 28%, no sharp cut-off; inactive = mostly below about 43%; note: 0% is about no effect
HCV inh: blocks hepatitis C virus | Huh7.5.1 HCVcc-Cre infection, luciferase reporter, 44 h | Potency, µM (top dose mostly 41.8 µM), for the others: top-dose activity change, negative = inhibition, actives largely listed as inhibitors | 340,000 tested, 3.4% active | AID 651820; note: potency is the fitted concentration of half-maximal effect; % is set by controls: 0 for no effect and ±100 for the full control effect
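Reporter virus HCVcc-Cre (~0.5 moi) infects cells exposed to compound; seeding density 1,000 cells/well with 4 h settling beforehand. Luminescence, 15 sec read, taken 44 h post-infection following a 15 min RT substrate incubation.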
Pf growth 96h: P. falciparum growth inhibition at 96 hours. AID 504834. Potency, µM (titrated, usually from 28.7 µM), for the others: at the top dose activity change, negative = inhibition, actives largely listed as inhibitors. 320,000 tested, 6.9% active. P. falciparum luciferase reporter growth, 96 h; note: potency is the fitted concentration of half-maximal effect; % is set by controls: 0 for no effect and ±100 for the full control effect
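96 h incubation, 37 C, 5% CO2, of luciferase-reporter P. falciparum-infected RBCs (2% hematocrit, 0.05% parasitemia final) with test compounds; endpoint luminescence.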
Numbers without * were called inactive; & = joins results of further samples; [ ] = another dose, or the depositor's remark. Unless noted, calls come from the whole dose curve; as a rule, active = well fitted curve in the direction sought with a large enough effect; inconclusive = small, poorly fitted or top-dose-only effect, or another doubt; inactive = no such curve, though single readings can be large; an effect the other way counts as inactive or inconclusive. Compounds were not picked by outcome; any-hit rate near 24%.

`COc1cccc(-c2nn(C)c3sc(C(=O)NCc4ccc(C)cc4)cc23)c1` gave FBPA Giardia inh -4%, CHX counter -4, Shiga inhibitor -4, HCV inh inconclusive and Pf growth 96h inconclusive.
Screening CC(=O)c1cn(Cc2ccc(F)cc2)c2ccccc12 returned FBPA Giardia inh 3%, Pf growth 48h inconclusive, CHX counter 1, Shiga inhibitor -10, HCV inh inconclusive and Pf growth 96h inconclusive.
Screening O=[N+]([O-])c1ccccc1N/N=C\c1ccccc1F returned FBPA Giardia inh 6%, Pf growth 48h 435%[activator], CHX counter 48*, Shiga inhibitor 51*, HCV inh 2% and Pf growth 96h 150%[activator].
`C/C(=N/NC(=O)CNC(=O)c1ccco1)c1ccco1` gave FBPA Giardia inh -7%, Pf growth 48h 23%, CHX counter -3, Shiga inhibitor 4, HCV inh 21% and Pf growth 96h 20%.
Screening CCCCC1S/C(=N/N=C/c2ccco2)NC1=O (stereo unspecified) returned FBPA Giardia inh -14%, Pf growth 48h -14%, CHX counter -3, Shiga inhibitor -4, HCV inh 10% and Pf growth 96h inconclusive.
Screening O=C(Cn1cncn1)N/N=C/c1ccccc1Cl returned FBPA Giardia inh 5%, Pf growth 48h 15%, CHX counter -1, Shiga inhibitor 13, HCV inh 15% and Pf growth 96h 20%.
Screening O=C(Nc1ccccc1Cl)c1ccc(COc2ccc3c(c2)CCC3)cc1 returned FBPA Giardia inh 2%, Pf growth 48h 44%[activator], CHX counter 25*, Shiga inhibitor 60*, HCV inh -31% and Pf growth 96h 83%[activator].
`COc1ccc(N(CC(=O)NCCc2ccc(OC)c(OC)c2)S(=O)(=O)c2c(C)noc2C)cc1` gave Pf growth 48h inconclusive, CHX counter -11, Shiga inhibitor -9, HCV inh 3% and Pf growth 96h 11%.
`CCN(CC)CCCNC(=O)c1c(O)c2c([nH]c1=O)CCCC2` gave FBPA Giardia inh 22%, Pf growth 48h -7%, CHX counter -5, Shiga inhibitor -1 and HCV inh -2%.
Screening O=C1OCCN1C(=O)[C@H]1[C@H](c2ccccc2)C(c2ccc(F)cc2)=NN1c1ccc(Br)cc1 returned FBPA Giardia inh -10%, CHX counter 1, Shiga inhibitor -8 and HCV inh 13%.
Screening COc1ccc(-c2noc(CNC(=O)c3ccoc3C)n2)cc1 returned FBPA Giardia inh 16%, Pf growth 48h 11%, CHX counter 3, Shiga inhibitor -3, HCV inh inconclusive and Pf growth 96h -26%.
`COc1nc2cc(C)ccc2cc1-c1noc(-c2cccnc2)n1` gave FBPA Giardia inh 3%, CHX counter -5, Shiga inhibitor 29 and Pf growth 96h inconclusive.
For CN(C(=O)COc1ccccc1)c1nnc(C23CC4CC(CC(C4)C2)C3)s1 the results were FBPA Giardia inh 4%, Pf growth 48h inconclusive, CHX counter 6, Shiga inhibitor 17, HCV inh 10%[8.37 µM] and Pf growth 96h inconclusive.
O=C(Nc1ccccc1)/C(=C/c1ccc2c(c1)OCO2)NC(=O)c1ccco1 was read as FBPA Giardia inh -3%, Pf growth 48h -3%, CHX counter -1, Shiga inhibitor -3, HCV inh 4% and Pf growth 96h -11%.
CN(CC(=O)Nc1cccc2ccccc12)C(=O)c1cccc(S(=O)(=O)N(C)C)c1 was read as FBPA Giardia inh -3%, Pf growth 48h inconclusive, CHX counter 0, Shiga inhibitor -3, HCV inh -6% and Pf growth 96h inconclusive.
Screening CCn1c(SCC(=O)c2c(N)n(C3CC3)c(=O)[nH]c2=O)nnc1-c1ccoc1C returned Pf growth 48h inconclusive, HCV inh 7% and Pf growth 96h inconclusive.
Screening CCC(C)NC(=O)c1c(N)n(/N=C/c2cccnc2)c2nc3ccccc3nc12 (stereo unspecified) returned FBPA Giardia inh 1%, Pf growth 48h inconclusive, CHX counter 4, Shiga inhibitor 61, HCV inh 14µM* and Pf growth 96h inconclusive.
For CCN1CCN(C(=O)C2(NC(=O)Nc3ccccc3Cl)CCCCC2)CC1 the results were FBPA Giardia inh 3%, Pf growth 48h 11%, CHX counter -2, Shiga inhibitor 6, HCV inh 8% and Pf growth 96h 23%.
CCCCOc1ccc(OCCNC(=O)c2ccco2)cc1 was read as FBPA Giardia inh -11%, Pf growth 48h 9.3µM*, CHX counter 20, Shiga inhibitor 57*, HCV inh -8% and Pf growth 96h inconclusive.
O=C(NCc1cnc2ccccn12)C1CCC(=O)N(Cc2ccccc2F)C1 (stereo unspecified) was read as Pf growth 48h 5%, CHX counter 4, Shiga inhibitor -5 and Pf growth 96h -3%.

Part of the list above in order of length of the SMILES, smallest number first:
CCCCOc1ccc(OCCNC(=O)c2ccco2)cc1 was read as FBPA Giardia inh -11%, Pf growth 48h 9.3µM*, CHX counter 20, Shiga inhibitor 57*, HCV inh -8% and Pf growth 96h inconclusive.
Screening COc1ccc(-c2noc(CNC(=O)c3ccoc3C)n2)cc1 returned FBPA Giardia inh 16%, Pf growth 48h 11%, CHX counter 3, Shiga inhibitor -3, HCV inh inconclusive and Pf growth 96h -26%.
`COc1nc2cc(C)ccc2cc1-c1noc(-c2cccnc2)n1` gave FBPA Giardia inh 3%, CHX counter -5, Shiga inhibitor 29 and Pf growth 96h inconclusive.
For CCN1CCN(C(=O)C2(NC(=O)Nc3ccccc3Cl)CCCCC2)CC1 the results were FBPA Giardia inh 3%, Pf growth 48h 11%, CHX counter -2, Shiga inhibitor 6, HCV inh 8% and Pf growth 96h 23%.
For CN(C(=O)COc1ccccc1)c1nnc(C23CC4CC(CC(C4)C2)C3)s1 the results were FBPA Giardia inh 4%, Pf growth 48h inconclusive, CHX counter 6, Shiga inhibitor 17, HCV inh 10%[8.37 µM] and Pf growth 96h inconclusive.
CN(CC(=O)Nc1cccc2ccccc12)C(=O)c1cccc(S(=O)(=O)N(C)C)c1 was read as FBPA Giardia inh -3%, Pf growth 48h inconclusive, CHX counter 0, Shiga inhibitor -3, HCV inh -6% and Pf growth 96h inconclusive.

Later entries.
COc1ccccc1NC(=O)CSc1c2c(nc3ccccc13)CCC2 was read as FBPA Giardia inh 2%, Pf growth 48h -10%, CHX counter -1, Shiga inhibitor -7, HCV inh -8% and Pf growth 96h inactive.
`O=C1OCCC1Sc1nnc(-c2ccc(O)cc2)o1` (stereo unspecified) gave FBPA Giardia inh 9%, Pf growth 48h 58%[activator], CHX counter 6, Shiga inhibitor -5, HCV inh 4% and Pf growth 96h -11%.
`Cc1cccc(Cc2cnc(NC(=O)CN3C(=O)/C(=C/c4ccccc4)SC3=S)s2)c1` gave FBPA Giardia inh 1%, CHX counter -1, Shiga inhibitor -14, HCV inh -8% and Pf growth 96h inconclusive.
Screening OCC1OC(n2nc3ccccc3n2)C(O)C(O)C1O (stereo unspecified) returned FBPA Giardia inh -24%, Pf growth 48h 10%, CHX counter -3, Shiga inhibitor -10, HCV inh 16% and Pf growth 96h inconclusive.
Cc1c(Cl)cccc1N1C(=O)C2ON(c3ccccc3)C(c3cccnc3)C2C1=O (stereo unspecified) was read as FBPA Giardia inh 2%, CHX counter -4, Shiga inhibitor -23, HCV inh 2% and Pf growth 96h inconclusive.
Screening CC(C)C[C@H](NC(=O)OC(C)(C)C)C(=O)N[C@@H](CO)[C@H](O)[C@@H]1C[C@@H]1C(=O)N(C)C returned FBPA Giardia inh 13%, Pf growth 48h inconclusive, CHX counter -1, Shiga inhibitor -2, HCV inh 15% and Pf growth 96h 3%.
`CC(C)[C@H](N)c1cn([C@@H](CC(N)=O)C(=O)N2CCNCC2)nn1` gave Pf growth 48h -20%, HCV inh 3% and Pf growth 96h inconclusive.
Cc1ccc(CNc2nc(N)c([N+](=O)[O-])c(Nc3ccc(F)cc3)n2)cc1 was read as Pf growth 48h 27%, CHX counter 10, Shiga inhibitor -6, HCV inh -4% and Pf growth 96h 124%[activator].
For CC(NC(=O)CNC(=O)OCc1ccccc1)C(=O)N1CC(O)CC1C(=O)OCc1ccccc1 (stereo unspecified) the results were FBPA Giardia inh 5%, Pf growth 48h 7%, CHX counter -4, Shiga inhibitor 15, HCV inh 23%&9% and Pf growth 96h inconclusive.
`CC1CCCCC1NC(=O)C1CCN(C(=O)c2sccc2-n2cccc2)CC1` (stereo unspecified) gave FBPA Giardia inh 4%, Pf growth 48h -5%, CHX counter 6, Shiga inhibitor 12, HCV inh inconclusive and Pf growth 96h 16%.
Screening O=C(CN1CCCC1)Nc1sc2c(c1C(=O)Nc1ccc(Br)cc1)CCC2 returned FBPA Giardia inh 6%, Pf growth 48h 12µM*, CHX counter -3, Shiga inhibitor 1, HCV inh -22% and Pf growth 96h inconclusive.
Cc1ccc(-c2noc(CCC(=O)NCCN3CCOCC3)n2)cc1 was read as FBPA Giardia inh 19%, Pf growth 48h 37%[activator], CHX counter -1, Shiga inhibitor -3, HCV inh 16% and Pf growth 96h 14%.
`CCn1nc(C(=O)OCC(=O)c2cc(C)n(Cc3cccs3)c2C)c2ccccc2c1=O` gave FBPA Giardia inh -2%, Pf growth 48h 14%, CHX counter 72*, Shiga inhibitor 66*, HCV inh -13%&-22% and Pf growth 96h 16%.
Screening COc1ccc(S(=O)(=O)CCC(=O)Nc2cccc(OC)c2)cc1 returned FBPA Giardia inh 0%, Pf growth 48h 30%, CHX counter 6, Shiga inhibitor 12 and Pf growth 96h inconclusive.
`Cc1nn2c3c(cnc2c1-c1ccccc1)C(=O)CC(c1ccco1)C3` (stereo unspecified) gave FBPA Giardia inh -9%, Pf growth 48h 1.5µM*, CHX counter 22, Shiga inhibitor 4 and HCV inh -14%.
`COc1ccc(C(CC(=O)O)N2C(=O)CCC2=O)cc1` (stereo unspecified) gave FBPA Giardia inh -1%, Pf growth 48h 30%, CHX counter -3, Shiga inhibitor -6, HCV inh 14% and Pf growth 96h 232%[activator].
`O=C(COc1ccccc1Br)NCc1ccccn1` gave FBPA Giardia inh 2%, CHX counter 29*, Shiga inhibitor 64*, HCV inh -17% and Pf growth 96h inconclusive.
O=C(Cc1cccs1)Nc1ccc(F)cc1F was read as FBPA Giardia inh 4%, Pf growth 48h 8%, CHX counter -4, Shiga inhibitor 19, HCV inh 22% and Pf growth 96h -18%.
For COc1ccc(-c2nc(C#N)c(N3CCCCC3)o2)cc1 the results were FBPA Giardia inh -4%, Pf growth 48h 19%, CHX counter 2, Shiga inhibitor -2, HCV inh -1% and Pf growth 96h 21%.
For O=[N+]([O-])c1ccc(S(=O)(=O)NCC2CC3CCC2C3)cc1 (stereo unspecified) the results were FBPA Giardia inh 12%, Pf growth 48h -20%, CHX counter -3, Shiga inhibitor 6, HCV inh -1% and Pf growth 96h -10%.
COc1ccccc1N(Cc1cc(=O)[nH]c2ccccc12)C(=O)c1cccc([N+](=O)[O-])c1 was read as FBPA Giardia inh 3%, Pf growth 48h inconclusive, CHX counter -3, Shiga inhibitor -11, HCV inh -16% and Pf growth 96h inconclusive.
Screening CC(C)c1ccc(-n2cccc2/C=C2/C(=N)N3C=CSC3=NC2=O)cc1 returned FBPA Giardia inh 13%, Pf growth 48h inconclusive, CHX counter 9, Shiga inhibitor -12, HCV inh inconclusive and Pf growth 96h 366%[activator].
O=c1c2ccccc2cnn1Cc1n[nH]c(=S)n1-c1ccccc1F was read as FBPA Giardia inh -26%, Pf growth 48h 8%, CHX counter 0, Shiga inhibitor 11, HCV inh 5% and Pf growth 96h 24%.
